Screening data (PubChem)
PTHR1 ag = PTHR1 (human) receptor agonism. AID 743266. HEK293 GP2 PTHR1 cells, GloSensor cAMP luminescence, 1 h. Potency, µM (highest dose often 115 µM), for inactives: top-dose activation, most hits filed as activators. Q03431. hit rate 0.075% among 410,000; note: potency is the fitted concentration of half-maximal effect; nearly all actives have a fitted effect of over 55% in size; some results filed as inactive show a strong effect at the top dose; inactives centre near -15; many of its hits are not listed in these tables
Target sequence (Q03431 whole entry, looked up): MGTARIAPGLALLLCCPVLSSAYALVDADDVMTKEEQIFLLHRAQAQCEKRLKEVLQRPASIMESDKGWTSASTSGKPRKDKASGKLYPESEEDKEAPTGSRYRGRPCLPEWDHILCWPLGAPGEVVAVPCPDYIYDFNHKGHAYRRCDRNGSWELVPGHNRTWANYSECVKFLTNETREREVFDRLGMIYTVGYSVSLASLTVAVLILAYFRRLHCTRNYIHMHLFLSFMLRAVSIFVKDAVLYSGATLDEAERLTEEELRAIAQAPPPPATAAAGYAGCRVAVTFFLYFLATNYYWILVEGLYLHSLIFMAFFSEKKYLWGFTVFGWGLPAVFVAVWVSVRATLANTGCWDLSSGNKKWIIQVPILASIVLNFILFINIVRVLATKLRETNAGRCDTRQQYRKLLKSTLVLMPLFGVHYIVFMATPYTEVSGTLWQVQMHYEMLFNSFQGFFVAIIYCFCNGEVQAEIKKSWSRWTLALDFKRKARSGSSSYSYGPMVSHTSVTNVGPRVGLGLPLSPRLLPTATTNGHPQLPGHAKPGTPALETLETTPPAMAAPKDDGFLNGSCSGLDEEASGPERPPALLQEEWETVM
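HEK-293-derived GP2 cells expressing PTHR1 and a GloSensor cAMP reporter, 3,000/well, plated overnight, given luciferin plus IBMX (each 0.5 mM as added) for 1 h at 37 °C, then compound for 1 h at 37 °C. Luminescence was read after 15 min at room temperature.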
TDP-43 yeast inh = TDP-43 toxicity inhibition in yeast. TDP-43 expressing yeast growth rescue, BacTiter-Glo, 24 h. Potency, µM (doses to about 46.1 µM), inactives show top-dose growth rescue (activation), hits mostly activators. hit rate 1.8% among 410,000; note: potency is the fitted concentration of half-maximal effect; % of control where 0% means no effect; nearly all actives have a fitted effect of over 50% in size
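Luminescence from BacTiter-Glo reports growth of TDP-43-expressing yeast after 24 hr at 30 deg C with compound. Cells were raffinose-pregrown to mid-log, then seeded in galactose medium at OD600=0.02.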
aSyn yeast inh = rescues yeast growth from alpha-synuclein toxicity; Yeast expressing alpha-synuclein, growth rescue, BacTiter-Glo, 24 h; Potency, µM (highest dose often 46.1 µM), inactives show top-dose growth rescue (activation), actives largely listed as activators; hit rate 0.14% among 370,000; AID 652106; note: potency is the fitted concentration of half-maximal effect; % of control where 0% means no effect; nearly all actives have a fitted effect of over 65% in size
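Galactose-induced alpha-syn yeast (OD600=0.02, raffinose-pregrown) + pinned cpd, 24 hr, 30 deg C; growth by BacTiter-Glo luminescence. Growth restoration scores as activation.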
HEK293 tox = cytotoxicity in counter-screen for GLP-1R inverse agonists; AID 624418; HEK293 cAMP-luciferase reporter cells, luminescence, 24 h; hit rate 0.13% among 410,000; Potency, µM (doses to about 38.3 µM), inactives show top-dose activity change, negative = inhibition, hits mostly inhibitors;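 note: loss of luciferase light is scored as toxicity; potency is the fitted concentration of half-maximal effect; % is set by controls: 0 for no effect and ±100 for the full control effect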
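Cells in DMEM/10% Nu serum/1% pen-strep, 1536-well format. Pre-incubated 12 h, dosed with 23 nL compound, incubated a further 24 h. Luciferase detection, 12 min at room temp, luminescence.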
D3 antag = antagonists of human D3 dopamine receptor | D3R cells, DiscoveRx beta-arrestin luminescence, antagonist mode; hits give low values | max response, negative = inhibition, % | hit rate 2.5% among 360,000; in the data active = max response below about -50%; inconclusive = no clear call, values can overlap the other calls; note: % is set by controls: 0 for no effect and ±100 for the full control effect; mostly tested at two doses, the higher about 12 µM
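Cells expressing the human receptor were seeded at 1500 cells/well, incubated overnight at 37 degrees C in 5% CO2, then exposed to library compounds with dopamine controls for 90 minutes at 37 degrees C before luminescent detection.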
KB-V1 MDR tox = kills drug-selected multidrug resistant KB-V1 cells; KB-V1 MDR cells viability, CellTiter-Glo, 72 h; Potency, µM (doses to about 46.1 µM), inactives show at the highest dose activity change, negative = cytotoxicity, usual class: cytotoxic; hit rate 3.4% among 400,000; note: potency is the fitted concentration of half-maximal effect; % is set by controls: 0 for no effect and ±100 for the full control effect; nearly all actives have a fitted effect of over 60% in size
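Compound-treated KB-V1 multidrug-resistant cells, 72 h, 37 degrees C; viability by CellTiter-Glo. Fitted qHTS curves give the values.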
GLP-1R agonist = activates the human GLP-1 receptor | HEK293 GLP-1R CRE-luciferase, luminescence, 4-6 h; cells express a hypersensitive GLP-1R form | Potency, µM (highest dose often 45.6 µM), without a hit: at the top dose activation, usual class: activators | hit rate 0.007% among 380,000 | AID 624172; note: potency is the fitted concentration of half-maximal effect; % of control where 0% means no effect
Target sequence (P43220 whole entry, looked up): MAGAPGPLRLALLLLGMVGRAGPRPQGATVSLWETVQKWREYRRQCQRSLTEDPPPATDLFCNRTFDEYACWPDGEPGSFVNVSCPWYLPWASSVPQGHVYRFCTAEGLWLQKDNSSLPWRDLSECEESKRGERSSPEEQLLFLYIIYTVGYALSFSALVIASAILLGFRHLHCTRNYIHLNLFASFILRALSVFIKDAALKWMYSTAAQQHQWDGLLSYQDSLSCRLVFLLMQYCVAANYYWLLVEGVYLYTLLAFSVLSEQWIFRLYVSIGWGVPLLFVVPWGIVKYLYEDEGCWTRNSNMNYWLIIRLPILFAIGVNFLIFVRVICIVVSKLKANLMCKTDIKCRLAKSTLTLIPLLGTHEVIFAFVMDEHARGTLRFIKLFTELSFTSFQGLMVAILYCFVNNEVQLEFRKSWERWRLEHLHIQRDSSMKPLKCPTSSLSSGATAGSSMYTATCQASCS
GLP1R inv ag = GLP-1 receptor (human) inverse agonism. HEK293 GLP-1R CRE-luciferase, luminescence, 24 h; GLP-1R form is constitutively active. Potency, µM (doses to about 38.3 µM), for the others: top-dose activity change, negative = inhibition, usual class: inhibitors. hit rate 1.6% among 410,000. AID 624417; note: potency is the fitted concentration of half-maximal effect; % is set by controls: 0 for no effect and ±100 for the full control effect; nearly all actives have a fitted effect of over 55% in size
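qHTS in 1536-well format: reporter HEK293 cells expressing constitutive GLP-1R activity in DMEM + 10% Nu serum, 24 hr with compounds at 37 deg C, luminescence read after 12 min with detection reagent.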
D3 ag = D3 dopamine receptor (human) agonism. hit rate 0.58% among 410,000. D3R DiscoveRx beta-arrestin cells, luminescence, 90 min. AID 652048. max activation, %. P35462; in the data active = max activation above about 30%; note: 0% is about no effect; mostly tested at two doses, the higher about 12 µM
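Agonist mode: compounds and dopamine controls were applied to plated cells for 90 min at 37 degrees C after an overnight attachment at 1500 cells/well. Luminescent read-out followed 30 - 60 minutes at room temperature with DiscoveRx detection reagent.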
* hit, by the source's call; i = inactive; u = inconclusive; x = no result given; [ ] = dose if it differs, or a comment. Unless noted, calls come from the whole dose curve; as a rule, active = well fitted curve in the direction sought with a large enough effect; inconclusive = small, poorly fitted or top-dose-only effect, or another doubt; inactive = no such curve, though single readings can be large; an effect the other way counts as inactive or inconclusive. Some of the compounds tested; rates above refer to the full screens.

SMILES	PTHR1 ag	TDP-43 yeast inh	aSyn yeast inh	HEK293 tox	D3 antag	KB-V1 MDR tox	GLP-1R agonist	GLP1R inv ag	D3 ag
Cc1cccc(-c2c3c(=O)n(C)c(=O)n(C)c3cn2C(C)C)c1	i	-22%	0%	2%	7	u	u	0%	23
CC(=O)c1ccc(OC(=O)COc2ccccc2Cl)cc1	-19%	-2%	-7%	0%	4	u	-4%	10%	1
N/C(=N\c1nc(CSc2nc3ccccc3s2)cc(=O)[nH]1)Nc1ccc(F)cc1	i	12%	9%	13%	-8	-18%	4%	16%	-3
COc1cc(Br)c(C2CC(=O)Nc3cc4c(cc32)OCCO4)cc1OC (stereo not given)	-49%[inhibitor]	27%	x	-13%	x	u	1%	-27%	8
Cc1ccc(C(=O)CC2(O)C(=O)N(Cc3ccccc3)c3ccccc32)o1 (stereo not given)	u	0%	6%	24%	u	2%	18%	-24%	4
COc1ccc(Cl)cc1NC(=O)c1cc2c(s1)-c1ccccc1OC2	i	-9%	x	23%	x	-14%	x	9%	-5
O=C(Cc1c[nH]c2ccccc12)Nc1nc2ccccc2[nH]1	-5%	18%	11%	19%	11	-23%	28%	-4%	-3
COc1ccc(Cn2ccnc2SCC(=O)Nc2ccccc2F)cc1	-29%	15%	-3%	11%	-11	-15%	-1%	-14%	1
COc1ccc(Cl)cc1NC(=O)CSc1nnc(C)c(=O)n1N	-16%	11%	1%	2%	-18	7%	11%	3%	-4
OC1CN=C2C=CC=CN2C1 (stereo not given)	-5%[57.5 µM]	-11%	-8%	6%	0	24%	1%	1%	-8
CCOC(=O)N1CCN(C(=O)c2ccc(N3CCCC3=O)cc2)CC1	i	-6%	-11%	2%	6	18%	-3%	16%	6
Clc1ccc(CONc2ncnc3nonc23)c(Cl)c1	-17%	-21%[0.397 µM]	-6%	-12%	-21	0%	14%	u	-10
CCC1=C2CC[C@H]3C(=O)N(c4ccccc4)C(=O)[C@H]3[C@H]2[C@@]2(C)C(=NCC3CC3)OC(=O)N2C1=O	i	3%	-3%	2%	4	-10%	-1%	0%	10
NC(=O)c1cc2c3ccccc3ccn2c1-c1ccccc1	-28%	10%	0%	-21%	u	0.65µM*	-3%	u	-16
CCOC(=O)c1ccc(NC(=O)C2Cc3ccccc3C(=O)O2)cc1 (stereo not given)	i	27%	x	0%	x	1%	x	12%	0
Nc1c(C(=O)c2ccccc2)oc2ccccc12	-57%	u	6%	25%	-5	11%	25%	u	-2
COc1cc([N+](=O)[O-])c2nc(C(=O)O)ccc2c1	-13%	u	14%	-2%	-10	-7%	-3%	13%	2
Cn1c(=O)c2cc3ccc(Cl)cc3nc2n(C)c1=O	i	u	0%	5%	7	-30%	-2%	30%	9
Cc1cccc(Cn2nc(-n3cccc3)c3c(C)cc(C)nc32)c1	i	16%	-11%	-27%	-1	0%	1%	u	-2
COc1ccc(C(=O)Nc2ccc(NC(=O)c3ccco3)cc2)cc1	-2%	-18%	-2%	-17%	-13	0%	3%	31%[activator]	5
O=C(NCc1n[nH]c(=S)n1-c1ccc(Cl)c(Cl)c1)c1ccc(S(=O)(=O)N2CCCCC2)cc1	-2%	-17%	-2%	2%	-19	0%	9%	19%	-21
Nc1nn2cc(-c3ccccc3)nc2c2ccccc12	-15%	-9%	-19%	4%	6	16µM*	-1%	3%	2
CC1(C)C(c2cccs2)=[N+]([O-])C2(CCCCC/C2=N\O)N1O (stereo not given)	i	14%	1%	2%	-20	15%	-5%	4%	1
CC(=O)C1=C(O)C(=O)N(C)C1c1ccccc1[N+](=O)[O-] (stereo not given)	-10%	-5%	5%	-13%	u	-6%	2%	-7%	-5
CCN(c1ccccc1C(=O)O)S(=O)(=O)c1ccc2[nH]c(=O)[nH]c2c1	i	0%	2%	6%	6	u	-3%	12%	-1
CCOc1cc2[nH]c(=O)n(Cc3cccc(OC)c3)c(=O)c2cc1OCC	-23%	10%	6%	-12%	72	-9%	5%	4%	2
Cc1onc(-c2c(Cl)cccc2Cl)c1C(=O)NNC(=O)c1c(-c2c(Cl)cccc2Cl)noc1C	i	19%	-4%	14%	-11	-6%	-2%	u	-8
Cc1c(C(=O)NCc2ccc3c(c2)OCO3)sc2nc(-c3ccccc3)cn12	i	16%	0%	-19%	18	19%	-9%	8%	-2
Cc1nc(SCCC(=O)O)c2cc(-c3ccccc3)sc2n1	-6%	-8%	2%	-8%	-1	1%	25%	-15%	11
CCCCC(=O)Nc1ccc(C2C(=O)c3ccccc3C2=O)cc1	-43%[inhibitor]	-22%	3%	-7%	11	-5%	-8%	19%	18
COc1cc(/C=C(/C#N)C(=O)NCCCc2ccccc2)ccc1OCC(=O)O	22%	10%	2%	9%	126	4%	-6%	51%[activator]	-1
Cc1nn(Cc2ccccc2)c(C)c1NC(=O)CSc1nc(C2CC2)nc2c1cnn2-c1ccccc1	-15%[57.5 µM]	6%	0%	-16%	4	u	-6%	8%	9
COc1ccc(S(=O)(=O)CC2(O)CCN(C(=O)C(C)(C)C)CC2)cc1	i	14%	0%	9%	10	-3%	5%	28%	5
Cc1ccc2occ(CC(=O)N(Cc3ccccc3Cl)C3CCS(=O)(=O)C3)c2c1 (stereo not given)	-8%	12%	x	-4%	x	3%	x	-23%	1
O=C(c1cc(-c2cccc(O)c2)on1)N1CCCCC1	i	14%	-4%	2%	-9	1%	-5%	u	-10
CSCCC(NC(=O)c1ccccc1)C(=O)OCC(=O)N(C)CCC#N (stereo not given)	-9%	-12%	-4%	0%[7.66 µM]	-15	3%	0%	3%[7.66 µM]	0
Cc1ccc(C)c(Sc2ccc(NC(=O)CCN3C(=O)NC4(CCCC4)C3=O)cc2)c1	-84%[inhibitor]	12%	1%	-22%	-1	-15%	7%	u	0
COc1cc(C)c(Cl)cc1S(=O)(=O)N(C)C	-3%	6%	3%	-6%	-2	0%	9%	10%	1
O=C(Cn1c(=O)oc2ccccc21)Nc1ccccc1Cl	-2%	17%	12%	4%	11	9%	12%	19%	6
Cn1nc(-c2ccc(C(=O)Nc3cccc(C(F)(F)F)c3)cc2)c2ccccc2c1=O	-31%[inhibitor]	0%	x	-3%	x	1%	7%	-5%	-2
O=C(OCc1ccccc1Cl)c1ccc(-n2cnnc2)cc1	i	13µM*	12%	-13%	5	2%	1%	9%	2
COCCN1Cc2cccc(C(=O)Nc3ccc(S(=O)(=O)N4CCCCC4)cc3)c2C1=O	-6%	8%	0%	-14%	0	5%	11%	4%	3
Cc1ccc(COc2ccc(CNCCCN3CCCCCC3=O)cc2)cc1	-35%[inhibitor]	4%	7%	-13%	-7	-9%	6%	u	-12
Cc1ccc(O)c(NC(=O)/C=C/C(=O)O)c1	i	-5%	9%	-8%	10	10%	5%	-3%	-1
O=C(CN1C(=O)CS/C1=C\c1nc(-c2ccc(Cl)cc2)cs1)Nc1cccnc1Cl	i	-21%	-21%	7%	-7	-1%	-1%	18%	-4
COc1cc(NC(=O)c2ccco2)c(OC)cc1NC(=O)Nc1ccc(Cl)cc1	i	-3%	-10%	-14%	32	4%	-10%	-3%	15
O=C(OCC(=O)N1CCOCC1)c1ccc2[nH]c3c(c2c1)CCCC3	-51%[inhibitor]	15%	0%	-8%	11	0%	-3%	-10%	-2
CCOC(=O)c1ccc(Nc2ncnc3ccc(C)cc23)cc1	-1%	2%	-13%	-6%	19	-26%	5%	u	4
O=C(C=Cc1ccccn1)c1ccccc1	-38%[inhibitor]	21%	0%	u	u	-16%	-6%	u	-13
O=C(COC(=O)c1ccccn1)Nc1nc(-c2cccc([N+](=O)[O-])c2)cs1	-23%	13%	0%	2%	-18	12%	10%	17%	-3
Cc1ccc2onc(CC(=O)N3CCN(c4cccc(Cl)c4)CC3)c2c1	-3%	20µM*	x	4%	x	-4%	x	u	-4
CNc1ncnc2c1ncn2[C@H]1CN(CCN2CCOCC2)C[C@@H](CO)O1	i	13%	0%	2%	18	12%	-8%	1%	1
Cc1ccc(N2C(=O)NC(NS(=O)(=O)c3ccccc3)(C(F)(F)F)C2=O)cc1 (stereo not given)	-1%	-5%	-9%	-4%	-10	-6%	1%	17%	6
Cc1cc(NC(=O)CSc2nc3cc4c(cc3c(=O)n2CCc2ccccc2)OCO4)no1	-21%[57.5 µM]	3%	-1%	-23%	-53*	u	-13%	0%	2
CC(C)(C)NC(=O)CN(CC1CCCO1)C(=O)CNS(=O)(=O)c1ccc(F)cc1 (stereo not given)	i	-5%	-5%	5%	-12	-34%	15%	16%	16
CN(C)c1ccc(NC(=O)CSC2=Nc3ccccc3C3=NC(CC(=O)NCc4ccc5c(c4)OCO5)C(=O)N23)cc1 (stereo not given)	u	-14%	x	3%	x	5%	x	9%	-13
CC(C)=Cc1oc2ccc([N+](=O)[O-])cc2c1N1CC(C)OC(C)C1 (stereo not given)	i	18%	2%	-14%	2	-16%	-4%	-4%	3
CCOC(=O)CN1C(=O)C(C)(C)Oc2ccc(C(=O)Nc3ccccc3)cc21	i	-24%	-5%	-11%	14	-26%	4%	-8%	-2
